CIT2-GFP yeast = modulators of TOR pathway CIT2-GFP in S. cerevisiae; S. cerevisiae CIT2-GFP strain, flow cytometry, 3 h; 100 means same as DMSO wells; GFP response vs DMSO, % at 10 µM; hit rate 0.065% among 320,000;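 active = GFP response relative to DMSO above a set limit, near the screen mean plus 3 SD, cut at about 150% in these data; inconclusive = Fewer than 70 cells measured for a yeast strain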;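 also: ratio of well median GFP fluorescence to mean of DMSO wells on the plate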
AGP1 TOR yeast = modulators of TOR pathway AGP1-GFP in S. cerevisiae; GFP response vs DMSO, % at 10 µM; hit rate 0.02% among 320,000; S. cerevisiae AGP1-GFP multiplex flow cytometry, 3 h; GFP as percent of DMSO wells;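 active = GFP response relative to DMSO above a set limit, near screen average plus 3 SD, cut at about 150% in these data; inconclusive = fewer than 70 cells counted for the yeast strain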;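 also: median GFP channel fluorescence of the gated AGP1 strain per well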
GRK2 inh = human GRK2 inhibition via aptamer displacement; P25098; bead flow cytometry, FAM-aptamer displacement from GRK2; inhibition of aptamer binding, % at 10 µM; hit rate 0.59% among 330,000; AID 488847;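 active = inhibition of aptamer binding above 40%, roughly 3 SD of noise, on plates passing a quality check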;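 also: median bead fluorescence of bound FAM aptamer so fluorescent compounds give negative values; no value below 0 was filed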
Yeast superoxide = yeast age-related superoxide inhibition as caloric restriction mimetic | S. cerevisiae aged cells, superoxide DHE fluorescence; active compounds read low | AID 2690 | superoxide response (% of plate mean), % at 10 µM | hit rate 0.18% among 330,000;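 active = superoxide response under a set limit, about three screen SD below normal, cut at about 65% in these data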;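 also: yeast aged for seven days with compound at 30 °C before DHE staining; 100% = average MFI of all compound-treated wells on the plate with controls excluded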
VLA-4 inh = inhibition in a human VLA-4 binding assay | P13612 | VLA-4 expressing cells, ligand binding flow cytometry | inhibition, % (about 7 µM as worked out from the volumes in the protocol) | hit rate 0.2% among 330,000 | AID 2557; in the data active = inhibition above about 50%
Target sequence (P13612 whole entry, looked up): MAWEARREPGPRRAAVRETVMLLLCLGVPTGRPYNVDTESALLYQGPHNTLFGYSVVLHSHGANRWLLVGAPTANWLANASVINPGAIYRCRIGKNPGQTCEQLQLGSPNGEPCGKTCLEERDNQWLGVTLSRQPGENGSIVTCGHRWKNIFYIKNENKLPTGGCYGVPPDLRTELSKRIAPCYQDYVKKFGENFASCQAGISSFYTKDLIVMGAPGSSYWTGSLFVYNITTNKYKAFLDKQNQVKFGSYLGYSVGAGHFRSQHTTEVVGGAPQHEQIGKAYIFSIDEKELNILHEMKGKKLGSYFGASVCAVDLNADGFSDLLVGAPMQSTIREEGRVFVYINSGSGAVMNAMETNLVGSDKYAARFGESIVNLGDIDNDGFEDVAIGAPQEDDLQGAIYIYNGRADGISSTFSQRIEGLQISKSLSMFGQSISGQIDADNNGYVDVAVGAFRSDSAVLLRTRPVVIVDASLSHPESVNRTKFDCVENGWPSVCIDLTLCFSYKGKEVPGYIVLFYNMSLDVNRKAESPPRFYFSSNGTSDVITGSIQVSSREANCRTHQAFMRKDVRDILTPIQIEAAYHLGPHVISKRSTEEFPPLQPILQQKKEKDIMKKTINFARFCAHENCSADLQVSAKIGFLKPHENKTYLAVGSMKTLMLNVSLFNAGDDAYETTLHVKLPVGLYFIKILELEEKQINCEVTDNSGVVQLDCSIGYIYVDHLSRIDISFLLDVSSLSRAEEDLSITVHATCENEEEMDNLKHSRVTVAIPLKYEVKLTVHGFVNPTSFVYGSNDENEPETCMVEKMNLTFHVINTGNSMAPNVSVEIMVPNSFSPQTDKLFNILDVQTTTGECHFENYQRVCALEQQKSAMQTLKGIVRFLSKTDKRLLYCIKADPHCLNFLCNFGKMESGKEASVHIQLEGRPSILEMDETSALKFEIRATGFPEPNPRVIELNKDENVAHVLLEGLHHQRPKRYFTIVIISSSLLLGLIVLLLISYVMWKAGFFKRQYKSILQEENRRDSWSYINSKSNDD
MEP2-GFP yeast = alters MEP2-GFP fluorescence in TOR pathway yeast screen; S. cerevisiae MEP2-GFP strain, flow cytometry GFP, 3 h; 100% = DMSO control level; hit rate 0.51% among 330,000; AID 2016; GFP response vs DMSO, % at 10 µM;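 active = GFP response versus DMSO above a set limit, roughly screen mean plus 3 SD, cut at about 180% in these data; inconclusive = fewer than 70 cells counted for a yeast strain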;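 also: median GFP fluorescence of the barcode-gated MEP2-GFP cells per well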
RPL19A-GFP yeast = yeast TOR pathway RPL19A-GFP modulation. S. cerevisiae RPL19A-GFP strain, flow cytometry, 3 h; active compounds read low. percent response vs DMSO, % at 10 µM. hit rate 0.3% among 330,000. AID 2025;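 active = percent response vs DMSO below 50%; inconclusive = fewer than 70 events counted for the yeast strain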;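 also: median channel GFP fluorescence of the barcoded RPL19A-GFP strain; ratio of sample median GFP to plate DMSO average so 100% = DMSO; lower means less RPL19A-GFP as with rapamycin TOR inhibition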
LAP4 TOR yeast = alters LAP4-GFP fluorescence in TOR pathway yeast screen; S. cerevisiae LAP4-GFP multiplex, flow cytometry GFP, 3 h; median GFP as percent of DMSO wells; GFP response vs DMSO, % at 10 µM; hit rate 0.34% among 320,000;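 active = GFP response vs DMSO above a set limit, about the screen mean plus 3 SD, cut at about 150% in these data; inconclusive = under 70 cell events counted for the yeast strain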
The depositor's hits bear a star; u = inconclusive; x = not tested or not shown; [ ] = dose if it differs, or a comment.

SMILES	CIT2-GFP yeast	AGP1 TOR yeast	GRK2 inh	Yeast superoxide	VLA-4 inh	MEP2-GFP yeast	RPL19A-GFP yeast	LAP4 TOR yeast
CCOC(=O)c1cc(C)sc1N1C(=O)C2C3C=CC(C3)C2C1=O (stereo not drawn)	104	107	0	96	-4	109	109	103
Cc1ccccc1NC(=O)CN1C(=O)CSc2ccc(S(=O)(=O)N3CCCC3)cc21	104	108	0	99	4	108	104	112
CCN(CC)c1ccc(N2C(=O)/C(=C/c3ccccn3)SC2=S)cc1	102	114	2	101	7	103	107	115
COc1ccc(Cl)cc1NC(=O)COC(=O)CCNC(C)=O	101	105	0	100	23	108	97	103
O=C(NCCN1CCN(Cc2ccccc2)CC1)c1ccc(CS(=O)(=O)c2ccc(Br)cc2)o1	103	104	0	84	4	98	99	97
COC(=O)[C@@H](NC(=O)Nc1ccc(C(C)=O)cc1)C(C)C	104	106	0	84	-2	102	102	105
CCN1CCN(CC(=O)Nc2ccc(N(C)C)cc2)CC1	114	95	0	95	-3	113	97	98
COC(=O)c1sc2nc(SCc3ccccc3C#N)n(N)c(=O)c2c1C	89	91	2	110	2	96	98	92
CCCCOc1ccccc1Cn1c(=O)oc2ccc(C)cc21	84	100	2	105	-7	101	101	96
O=c1[nH]c2ccc(Cl)cc2c(-c2ccccc2)c1CN1CCOCC1	x	90	2	107	5	91	95	88
CC1(C)CCC[C@]2(C)[C@H]3Cc4cc(O)ccc4O[C@]3(C)CC[C@@H]12	92	105	0	79	-17	103	102	117
Cc1cccc(NC(=S)N/N=C/c2ccc([N+](=O)[O-])s2)c1	99	102	10	109	-65	104	100	110
CCN=C1S/C(=C\c2ccc(OCC)c(OC)c2)C(=O)N1CC	104	103	0	105	2	107	108	99
COc1ccc(F)cc1C(=O)C1CCCN(Cc2cn(C)c3ccccc23)C1 (stereo not drawn)	108	105	0	102	0	102	100	98
Cc1cc(C)cc(-n2nc(C)cc2N)c1	87	102	0	111	20	101	97	99
COc1cc(NS(=O)(=O)c2cc(C)ccc2OC)c(OC)cc1Cl	100	109	1	99	9	102	105	100
CCC(=O)Nc1ccc(N2CCCCC2)c(C(=O)Nc2ccccc2C)c1	98	96	4	87	4	89	94	91
C=CCOc1ccc(/C=C/C(=O)OCC(=O)NNC(=O)c2ccccc2F)cc1	109	110	1	100	-23	106	99	102
CC1Sc2ccc(S(=O)(=O)N3CCC(C(=O)N(C)Cc4ccco4)CC3)cc2NC1=O (stereo not drawn)	107	108	1	104	-7	105	102	96
O=C1NC(c2ccc(Cl)cc2)=COc2ccccc21	105	103	3	92	16	100	99	99
COc1ccc(C(=O)C2CCCN(C(=O)c3noc4c3CCCC4)C2)cc1F (stereo not drawn)	114	105	0	103	-4	107	104	94
O=C(OCc1ccccc1)c1cn(-c2ccccc2)nc1-c1ccncc1	x	104	0	98	-6	104	108	100
Cc1ccc(Sc2c(C)nn(C(=O)C3CC3)c2C)cc1	99	99	0	79	30	99	97	94
CC(NC(=O)CSc1ccccc1)c1ccccc1 (stereo not drawn)	99	109	2	97	5	103	102	101
Cc1cc(C)c2nc(N3CCCN(C(=O)c4ccco4)CC3)c(C#N)cc2c1	u	48[may fluoresce violet]	2	85	-20	100[may fluoresce violet]	90[may fluoresce violet]	109[may fluoresce violet]
COCc1ccc(C(=O)N2CCCC(N(C)CCc3ccc(OC)c(OC)c3)C2)s1 (stereo not drawn)	98	101	0	111	8	98	99	98
CCN(CC)CCn1c2c(c(SCC(=O)Nc3nc(C)cs3)nc1=O)CCC2	94	99	1	115	-2	101	97	102
CCC(C(=O)N1CCOCC1)n1nc(C)c2c(C)n(-c3ccccc3)nc2c1=O (stereo not drawn)	102	107	3	96	1	105	102	109
Cn1c(-c2ccc(F)cc2)cnc1NCc1ccccc1	107	102	0	95	-9	100	98	101
CCc1cccc2c(C(=O)C(F)(F)F)cn(CC(=O)NCC3CCCO3)c12 (stereo not drawn)	122	104	0	97	-3	103	111	89
O=C1CCCc2c1[nH]c1c(Br)cccc21	83	89	2	121	15	97	91	102
O=C(NCCCn1cccn1)C1CCC(=O)N(Cc2cccc(C(F)(F)F)c2)C1 (stereo not drawn)	78[may fluoresce red]	u	0	100	-2	u	u	u
O=C(CN1C(=O)S/C(=C\c2ccccc2Cl)C1=O)NCCCn1ccnc1	98	101	4	129	-4	96	99	100
O=C(Nc1cccc(F)c1)c1c(O)c2cccc3c2n(c1=O)CCC3	104	96	78*	93	7	106	107	94
O=C(CC1C(=O)NCCN1Cc1ccoc1)NCCc1ccc(Cl)cc1 (stereo not drawn)	106	106	0	94	3	103	105	100
CCc1nnc(NC(=O)CSc2nc(SC)ns2)s1	101	102	0	107	5	98	101	102
O=C(CC1SC(N2CCOCC2)=NC1=O)Nc1ccc(F)cc1 (stereo not drawn)	116	101	1	91	-1	105	101	96
CCN(CC)C(=O)Cn1c(=O)n(CCC(=O)Nc2ccc(F)cc2)c(=O)c2sccc21	91	78	5	83	10	97	94	95
CS(=O)(=O)N1CCc2cc(S(=O)(=O)Nc3ccc4oc5c(c4c3)CCCC5)ccc21	97	100	0	101	17	105	99	96
CC(COc1cccc2ccccc12)CN1CCN(C)CC1 (stereo not drawn)	100	94	0	96	7	96	93	93
CCc1nn(CC(=O)NCCCN(C)C2CCCCC2)c(=O)c2cc3occc3n12	99	96	0	101	18	98	101	96
CC1C/C(=N/N2C(=O)CSC2=S)CC(C)(C)C1 (stereo not drawn)	84	87	5	97	-6	94	99	93
O=C(N=C1SC2CS(=O)(=O)CC2N1CCc1ccccc1)C1CC1 (stereo not drawn)	96	28	2	91	15	94	99	94
CC12CCC(=O)N1c1ccccc1C(=O)N2c1ccccc1 (stereo not drawn)	x	105	1	97	5	101	101	93
COc1cc(Cl)c(C)cc1NC(=O)COc1ccccc1[N+](=O)[O-]	103	107	0	106	-6	99	105	92
CC(C)CNC(=O)c1cccc(NC(=O)CSc2ccccc2)c1	99	102	0	99	-1	104	107	94
Nc1nc(SCC(=O)Nc2ccccc2)nc2nc3c(cc12)CCCC3	107	102	0	91	-15	105	98	92
CC(=O)c1c(C)[nH]c(C(=O)OC(C)C(=O)Nc2ccc(C)c(S(=O)(=O)N3CCOCC3)c2)c1C (stereo not drawn)	92	100	3	129	3	97	99	103

A section from further up, as a working copy:
SMILES	CIT2-GFP yeast	AGP1 TOR yeast	GRK2 inh	Yeast superoxide	VLA-4 inh	MEP2-GFP yeast	RPL19A-GFP yeast	LAP4 TOR yeast
CCC(C(=O)N1CCOCC1)n1nc(C)c2c(C)n(-c3ccccc3)nc2c1=O (stereo not drawn)	102	107	3	96	1	105	102	109
Cn1c(-c2ccc(F)cc2)cnc1NCc1ccccc1	107	102	0	95	-9	100	98	101
CCc1cccc2c(C(=O)C(F)(F)F)cn(CC(=O)NCC3CCCO3)c12 (stereo not drawn)	122	104	0	97	-3	103	111	89
O=C1CCCc2c1[nH]c1c(Br)cccc21	83	89	2	121	15	97	91	102
O=C(NCCCn1cccn1)C1CCC(=O)N(Cc2cccc(C(F)(F)F)c2)C1 (stereo not drawn)	78[may fluoresce red]	u	0	100	-2	u	u	u
O=C(CN1C(=O)S/C(=C\c2ccccc2Cl)C1=O)NCCCn1ccnc1	98	101	4	129	-4	96	99	100
O=C(Nc1cccc(F)c1)c1c(O)c2cccc3c2n(c1=O)CCC3	104	96	78*	93	7	106	107	94
O=C(CC1C(=O)NCCN1Cc1ccoc1)NCCc1ccc(Cl)cc1 (stereo not drawn)	106	106	0	94	3	103	105	100
CCc1nnc(NC(=O)CSc2nc(SC)ns2)s1	101	102	0	107	5	98	101	102
O=C(CC1SC(N2CCOCC2)=NC1=O)Nc1ccc(F)cc1 (stereo not drawn)	116	101	1	91	-1	105	101	96
CCN(CC)C(=O)Cn1c(=O)n(CCC(=O)Nc2ccc(F)cc2)c(=O)c2sccc21	91	78	5	83	10	97	94	95
CS(=O)(=O)N1CCc2cc(S(=O)(=O)Nc3ccc4oc5c(c4c3)CCCC5)ccc21	97	100	0	101	17	105	99	96
CC(COc1cccc2ccccc12)CN1CCN(C)CC1 (stereo not drawn)	100	94	0	96	7	96	93	93
CCc1nn(CC(=O)NCCCN(C)C2CCCCC2)c(=O)c2cc3occc3n12	99	96	0	101	18	98	101	96
CC1C/C(=N/N2C(=O)CSC2=S)CC(C)(C)C1 (stereo not drawn)	84	87	5	97	-6	94	99	93
O=C(N=C1SC2CS(=O)(=O)CC2N1CCc1ccccc1)C1CC1 (stereo not drawn)	96	28	2	91	15	94	99	94
CC12CCC(=O)N1c1ccccc1C(=O)N2c1ccccc1 (stereo not drawn)	x	105	1	97	5	101	101	93
COc1cc(Cl)c(C)cc1NC(=O)COc1ccccc1[N+](=O)[O-]	103	107	0	106	-6	99	105	92

(further entries)
SMILES	CIT2-GFP yeast	AGP1 TOR yeast	GRK2 inh	Yeast superoxide	VLA-4 inh	MEP2-GFP yeast	RPL19A-GFP yeast	LAP4 TOR yeast
C=CCN1C(=O)CS/C1=N\S(=O)(=O)c1ccc(Cl)cc1	100	97	0	106	2	99	101	90
Oc1ccc2ccccc2c1CN1CCOCC1	114	111	0	95	-2	110	117	106
CC1CCc2nn(CC(=O)NCc3ccc(F)cc3)cc2C1 (stereo not drawn)	102	106	1	92	-5	99	102	102
COc1ccc(-c2nn(CCC#N)cc2C(=O)Nc2ccccn2)cc1OC	98	98	1	114	2	98	100	86
COC(=O)[C@H](CC(C)C)NC(=O)Nc1cccc(Br)c1	104	101	3	100	11	101	106	90
CC(=O)OCC(=O)c1ccc2ccn(C(C)=O)c2c1	103	99	0	92	4	106	103	105
COc1ccc(N2CCN(C(=O)c3cn(C4CCCC4)c(=O)c4c3c3ccccc3n4C)CC2)cc1	100	107	1	106	-40	96	97	103
Cc1ccc(S(=O)(=O)CC(C)N2CCOCC2)c(S(=O)(=O)CC(C)N2CCOCC2)c1 (stereo not drawn)	133	120	2	74	10	146	89	146
Cc1ccc(S(=O)(=O)Cn2nnnc2CN2CCOCC2)cc1	95	95	0	105	-6	105	102	99
NC(N)=NS(=O)(=O)c1ccc(NC(=S)NC(=O)/C=C/c2cccs2)cc1	98	99	0	100	15	101	95	98
CC(/C=N/NC(=O)c1nnn(-c2nonc2N)c1CN1CCCCC1)=C\c1ccccc1	104	113	0	112	-16	105	96	111
CCOc1ccc(CNC(=O)C2CCCN(S(=O)(=O)N3CC(C)CC(C)C3)C2)cc1OC (stereo not drawn)	111	58	0	103	-4	109	101	98
O=C(Cc1ccccc1)NCCc1cn2ccsc2n1	110	107	0	119	0	98	100	115
O=C(Nc1ccc(S(=O)(=O)N2CCOCC2)cc1)c1ccc(F)cc1	96	98	4	104	19	102	100	91
Cc1nn(Cc2ccccc2)c(C)c1NC(=O)CSc1nnc(-c2cc(Cl)ccc2O)n1C	106	108	5	90	9	110	102	102
Cc1cccn2c(=O)c3cc(C(=O)O)n(C)c3nc12	u	20[may fluoresce violet]	0	104	-13	147[may fluoresce violet]	53[may fluoresce violet]	84[may fluoresce violet]
CCn1ccnc1CN(C)C(=O)c1ccc2nc(Cc3ccc(OC)cc3)oc2c1	105	102	0	98	3	99	98	96

Source: PubChem (NMMLSC)
